Screening data from PubChem.
CHRM4 PAM: CHRM4 positive allosteric modulation. P08173. AID 624126. activation, % at 3 µM. 360,000 compounds, 0.4% hits. CHO-K1 hM4/Gqi5, Fluo-8 calcium fluorescence, ACh EC20; 0% = ACh EC20, 100% = maximal ACh;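 active = activation above its plate's cutoff, the mean activation of sample wells plus 3 SD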; also: some results filed as inactive read as strong as hits
Target sequence (P08173 whole entry, looked up): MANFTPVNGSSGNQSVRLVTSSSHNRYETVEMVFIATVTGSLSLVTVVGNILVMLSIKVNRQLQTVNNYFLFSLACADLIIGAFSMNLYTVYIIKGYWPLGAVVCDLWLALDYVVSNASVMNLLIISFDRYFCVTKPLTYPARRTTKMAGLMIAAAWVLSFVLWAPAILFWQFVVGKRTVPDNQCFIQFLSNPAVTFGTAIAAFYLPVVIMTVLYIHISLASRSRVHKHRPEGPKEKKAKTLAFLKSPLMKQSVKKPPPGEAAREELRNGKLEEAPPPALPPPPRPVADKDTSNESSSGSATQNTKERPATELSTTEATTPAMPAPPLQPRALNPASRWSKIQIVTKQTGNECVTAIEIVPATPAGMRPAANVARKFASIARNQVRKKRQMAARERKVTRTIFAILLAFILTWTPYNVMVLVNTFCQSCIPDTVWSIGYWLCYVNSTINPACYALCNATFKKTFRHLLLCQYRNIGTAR
CHRM1 PAM: human CHRM1 positive allosteric modulation; AID 588819; CHO-K1 hM1, Fluo-8 calcium fluorescence, ACh EC20; 0% = ACh EC20, 100% = maximal ACh; P11229; 360,000 compounds, 0.088% hits; activation, % at 3 µM; in the data active = activation above about 19%, passing the limit was not always enough
CRFR2-BP ag: agonists of human CRF-binding protein/CRF-R2 receptor complex; HEK293 CRF-R2/CRF-BP, calcium dye fluorescence (FLIPR); percent of saturating CRF peptide response; activation, % at 13.2 µM; 350,000 compounds, 0.46% hits;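 active = activation of at least 50%, plus an integration ratio under a set limit after plate pattern correction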;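 also: plate controls were neutral control wells without compound for no effect and CRF at EC100 for full effect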
CHRM5 PAM: potentiates acetylcholine response at human M5 receptor | CHO-K1 hM5, Fluo-8 calcium, ACh EC20 PAM; 0% = ACh EC20, 100% = ACh EC100 | 360,000 compounds, 0.3% hits | activation, % at 3 µM | P08912;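 active = activation above the run cutoff, the mean activation of all test compounds plus 3 SD, cut at about 18% in these data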
Target sequence (P08912 whole entry, looked up): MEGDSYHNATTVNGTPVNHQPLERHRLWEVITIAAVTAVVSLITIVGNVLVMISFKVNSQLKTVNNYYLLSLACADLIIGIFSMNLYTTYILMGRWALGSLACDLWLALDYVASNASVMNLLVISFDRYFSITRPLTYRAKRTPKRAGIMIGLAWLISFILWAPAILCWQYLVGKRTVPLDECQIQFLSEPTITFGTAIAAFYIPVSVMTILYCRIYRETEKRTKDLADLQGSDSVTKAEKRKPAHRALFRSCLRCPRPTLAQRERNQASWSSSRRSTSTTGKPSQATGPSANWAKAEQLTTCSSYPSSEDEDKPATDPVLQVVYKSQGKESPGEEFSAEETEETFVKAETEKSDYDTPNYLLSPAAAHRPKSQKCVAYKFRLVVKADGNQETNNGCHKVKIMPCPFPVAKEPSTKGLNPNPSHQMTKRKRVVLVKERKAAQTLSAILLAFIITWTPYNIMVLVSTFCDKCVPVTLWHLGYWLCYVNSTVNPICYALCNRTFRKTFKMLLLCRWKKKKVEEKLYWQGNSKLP
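System: CHO-K1 hM5 cells. Reagent: acetylcholine, EC20 level. Compound dosing: single dose, 3 µM nominal final test concentration. Timing: Post-acetylcholine fluorescence recording 140 s. Detection: Fluo-8 calcium fluorescence. Read-out: % activation, ACh-normalized. Benchmarks: ACh EC20 and EC100 wells. Repeats: singlicate, one well per test compound.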
M1 antag: human CHRM1 antagonism; inhibition, % at 3 µM; P11229; 360,000 compounds, 1.3% hits; CHO-K1 hM1, Fluo-8 calcium fluorescence, ACh EC80 antagonist;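 active = percent inhibition above its own plate's cutoff, namely the mean of that plate's compound wells plus 3 SD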;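 also: peak over basal fluorescence ratio during 140 s after agonist addition; 0% = ACh EC80 plus DMSO and 100% = DMSO alone without agonist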
M5 ag: agonists of human muscarinic M5 receptor (CHRM5); activation, % at 3 µM; CHO-K1 hM5 cells, Fluo-8 calcium fluorescence; 0% DMSO wells, 100% maximal acetylcholine response; 360,000 compounds, 0.19% hits;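 active = activation above the run's mean over test compounds plus 3 SD, cut at about 23% in these data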;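 also: signal is peak over basal fluorescence ratio across the kinetic read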
CHRM5 antagonist: CHRM5 antagonism in calcium assay; CHO-hM5 cells, Fluo-8 calcium fluorescence, ACh EC80; 360,000 compounds, 0.59% hits; P08912; inhibition, % at 3 µM;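 active = inhibition above a per-plate cutoff, the mean of that plate's test compounds plus 3 SD, cut at about 27% in these data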;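 also: 0% = acetylcholine EC80 with DMSO and 100% = DMSO without agonist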
CHRM4 antagonist: blocks acetylcholine activation of human M4 receptor | CHO-hM4 cells, ACh EC80, Fluo-8 calcium fluorescence | inhibition, % at 3 µM | 360,000 compounds, 0.73% hits;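 active = inhibition above its plate's cutoff, the mean inhibition of sample wells plus 3 SD, cut at about 27% in these data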;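 also: 0% = acetylcholine EC80 with DMSO and 100% = DMSO without agonist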
M4 ag: agonists of human muscarinic M4 receptor (CHRM4); AID 624127; CHO-K1 hM4/Gqi5, Fluo-8 calcium fluorescence; vehicle 0%, full acetylcholine response 100%; 360,000 compounds, 0.14% hits; activation, % at 3 µM;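 active = activation above the run mean over all test wells plus 3 SD, cut at about 32% in these data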;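 also: peak over basal fluorescence ratio per well then scaled between controls; 0% = DMSO wells and 100% = acetylcholine at EC100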
Active calls of the source: *; . = not tested or not shown. Outcome played no part in choosing rows; overall some 2.8% were active at least once.

Sequence of screens – CHRM5 PAM	CRFR2-BP ag	M5 ag	CHRM5 antagonist	M1 antag	CHRM1 PAM	CHRM4 PAM	CHRM4 antagonist	M4 ag
> O=c1[nH]c2nc(Br)[nH]c(=O)c2[nH]1
  3.5	2.1	4.4	7.9	-18.9	11.7	5.0	12.3	0.0
> CCn1c(=O)c2c(nc(SCC(=O)N3CCCC(C)C3)n2C)n(C)c1=O (stereo not drawn)
  -2.6	-0.2	-1.8	8.8	-16.2	12.5	1.5	-2.2	1.6
> CC(=O)Nc1ccc(S(=O)(=O)Nc2ccc(Cl)nn2)cc1
  5.6	0.7	0.3	-2.3	0.2	1.5	0.3	6.7	0.4
> CCOC(=O)CN(C(=O)CSc1nnc(COc2ccc(OC)cc2)n1CC)c1ccccc1
  2.6	-0.2	-3.5	4.2	-11.6	6.8	-0.2	-9.2	3.0
> CC1C(=O)N(Cc2cn(CCC3OCCCO3)nn2)CCS(=O)(=O)N1Cc1ccc(-c2ccccc2)cc1 (stereo not drawn)
  -3.3	-1.7	0.7	-1.7	4.9	-7.1	-4.5	-9.8	9.3
> COc1cccc(NC(=O)Cn2c(CCC(=O)O)ccc2-c2ccccc2)c1
  -9.9	1.0	-3.2	6.1	2.9	-2.0	5.7	-3.5	2.9
> O=C(Nc1cccc(-c2csc(Nc3cccc(C(F)(F)F)c3)n2)c1)c1cc([N+](=O)[O-])cc(C(F)(F)F)c1
  -1.3	-0.3	5.7	-7.0	-3.0	3.3	4.3	-5.8	2.9
> CC(C)(C)S(=O)(=O)N1Cc2cc(=O)n(Cc3ccccc3)c(CCO)c2[C@@H]1CCO
  -3.3	3.1	0.1	1.8	5.4	7.4	3.0	-12.1	0.2
> CCN1CCN(C(=S)Nc2cc(S(=O)(=O)N(CC)CC)ccc2C)CC1
  -3.0	-0.5	-2.3	-9.3	-4.0	4.1	3.2	-4.9	3.9
> CCOc1cccc(NC(=O)C2CC(=O)N(C)C(=Nc3ccccc3)S2)c1 (stereo not drawn)
  -18.9	2.4	2.0	9.6	6.9	3.4	-5.5	4.8	15.7
> O=C(CSc1nnc2ccccn12)c1ccccc1
  -4.7	-0.7	0.0	-1.1	1.7	1.4	-4.2	-5.9	-0.5
> COc1cccc(NC(=O)CN(C)C(=O)Cc2n[nH]c(=O)c3ccccc23)c1
  -1.6	-1.5	1.8	8.7	-0.7	11.9	11.6	-10.5	-0.6
> Cc1ccc(CNC(=O)C(=O)NCC2OCCN2S(=O)(=O)c2ccc(Cl)cc2)cc1 (stereo not drawn)
  -4.3	0.2	-2.8	10.9	-4.5	-1.0	6.7	-3.2	4.2
> CCc1ccc2[nH]c(=O)c(C(c3nnnn3CCOC)N3CCN(c4ccccc4)CC3)cc2c1 (stereo not drawn)
  4.7	2.5	-5.1	-12.3	-11.2	2.6	13.1	-11.4	1.9
> CCOC(=O)CSc1n[nH]c(NC(=O)c2ccc(F)cc2)n1
  5.3	0.1	-0.6	-9.7	-4.0	3.3	-0.3	-1.9	-0.2
> Nc1ncnc2nc(-c3ccccc3)[nH]c12
  -0.7	-1.8	-0.8	11.1	-9.9	8.4	2.0	2.2	-0.3
> CCOC(=O)/C=C/C(=O)OCC(=O)NC(c1ccccc1)c1ccccc1
  9.1	2.4	-3.6	-8.5	2.0	0.1	0.3	4.3	-0.4
> CCN1CCN(c2cc(C)c3cc(NC(=O)c4ccc(Br)o4)ccc3n2)CC1
  -4.4	-1.3	-7.2	0.8	-15.5	8.6	-2.0	-4.4	0.7
> CCOC(=O)c1ccc(N2C(=O)C(O)=C(C(C)=O)C2c2ccc([N+](=O)[O-])cc2)cc1 (stereo not drawn)
  19.4*	0.6	4.4	-4.8	-22.8	15.3	-0.4	-2.0	0.8
> CC1(C(=O)NS(=O)(=O)c2ccccc2)CCN1C(=O)COc1ccc(Cl)cc1 (stereo not drawn)
  -0.4	.	0.5	3.4	-7.2	9.6	2.4	-4.7	0.8
> CN(CC(=O)Nc1ccc(F)cc1)c1ccc(S(=O)(=O)N2CCCC2)cn1
  0.3	0.1	6.2	-5.8	4.4	1.9	-1.6	0.7	3.0
> Cn1c(C(=O)NCc2ccc3c(c2)OCO3)cc2sccc21
  -8.7	1.8	-1.0	6.0	3.8	-0.2	-0.9	6.1	2.9
> COC(=O)C[C@H]1C[C@H]2c3cc(NC(=O)C4CCOCC4)ccc3O[C@H]2[C@H](CO)O1
  2.5	1.4	2.7	-4.2	-12.2	8.2	5.8	-21.0	0.5
> CCc1ccccc1-n1cnc2cc(C(=O)O)ccc21
  0.5	-0.8	-2.4	3.6	-4.8	4.9	4.5	0.1	0.2
> CC1c2[nH]c3ccccc3c2C[C@H]2C(=O)N(CCCO)CC(=O)N12 (stereo partly drawn)
  -0.7	1.0	-4.9	9.1	-14.8	8.1	4.5	4.5	1.5
> COC(=O)CSc1[nH]c2ccccc2c1[N+](=O)[O-]
  12.2	-0.2	-0.9	-3.4	-10.4	13.1	-7.1	4.2	0.7
> Cc1sc2nc(CN3CCOCC3)nc(N3CCOCC3)c2c1C
  -2.5	3.7	-1.8	-3.0	-12.4	8.4	8.1	3.0	0.0
> COc1ccc(C(=O)N2CCN(c3ccc(NC(=O)Cc4ccccc4)cc3)CC2)cc1
  -5.7	-1.3	-1.4	10.3	-1.7	0.0	-5.0	7.4	2.7
> CNc1cncc(-c2ccoc2)n1
  -4.5	.	0.3	3.8	-9.8	1.9	1.6	-7.5	0.4
> COc1ccc(NC(=O)CSc2nc3ccccc3nc2N2CCOCC2)cc1
  -4.5	-5.4	-0.5	1.8	-3.7	3.5	-1.2	12.6	0.1
> COc1ccc(-c2nn3c(C4CCCCC4)nnc3s2)cc1OC
  -2.6	1.1	-0.6	-3.3	2.0	-6.4	-7.4	7.1	-2.7
> CN(C(=O)COC(=O)c1cc(F)c(F)cc1Cl)c1ccccc1
  -2.0	0.1	-2.6	0.8	-2.4	3.4	-2.8	5.7	1.6
> Cc1ccc(C(=S)NCS(=O)(=O)c2ccc(C)cc2)cc1
  0.0	-1.0	-0.3	-2.6	-4.7	5.4	7.6	-5.5	0.6
> N#C/C(=C/c1ccc(CNC(=O)C(=O)Nc2cc(Cl)cc(Cl)c2)o1)C(=O)NCc1cccnc1
  -10.8	0.5	-1.1	14.6	-8.6	3.6	2.3	0.1	0.8
> COc1ccccc1-n1cnc2sc(C)c(C)c2c1=O
  3.2	0.2	-2.4	-1.4	-20.1	13.2	1.6	3.0	1.0
> CC1CCCN(C(=O)COC(=O)c2cccc(NS(=O)(=O)c3ccccc3)c2)C1 (stereo not drawn)
  -0.6	1.9	0.5	4.3	5.5	-2.7	-0.4	-5.6	6.1
> Cc1cc(C(F)(F)F)n2ncc(-c3cccc(Br)c3)c2n1
  4.6	14.6	3.3	6.5	-8.0	10.4	-1.4	5.0	0.6
> CSc1nc(Oc2ccc(Cl)cc2)c2sccc2n1
  5.0	3.0	0.6	-3.4	-13.3	9.6	2.2	-3.0	-0.5
> OC(c1ccc(F)cc1)c1ncc(-c2cccc(C(F)(F)F)c2)[nH]1 (stereo not drawn)
  -8.8	.	0.6	15.4	-4.4	8.4	0.8	-13.5	6.6
> COc1cc(C2C(C#N)=C(N)Oc3n[nH]c(-c4cccnc4)c32)ccc1OCC(N)=O (stereo not drawn)
  -6.5	0.3	-1.5	1.0	-3.0	2.5	-3.0	-5.9	-0.3
> Cc1cccc(-n2ncc3c2CCCC3NC(=O)C2(C(N)=O)CC2)c1C (stereo not drawn)
  -5.8	-0.6	1.1	20.5	19.2	-1.3	-4.0	14.4	8.7
> CCOP(=O)(OCC)C(NC(=O)c1cccs1)c1ccccc1 (stereo not drawn)
  1.1	0.2	-1.9	12.4	-16.0	10.0	-2.5	7.8	0.7
> S=C(Nc1cc(Cl)ccc1Oc1ccccc1)N1CCN(c2ccccn2)CC1
  -8.2	0.3	-3.6	3.9	-11.5	0.6	-4.8	-1.5	3.2
> CCOc1ccccc1NC(=O)CN(Cc1ccccc1)S(C)(=O)=O
  -6.3	0.5	2.0	0.8	-4.9	5.5	-4.5	8.5	5.2
> COc1ccc(NC(=O)CN(C)C(=O)CCNC(=O)Nc2ccccc2)cc1
  4.2	1.1	-0.2	2.0	-11.9	6.5	6.1	-18.1	1.1
> Cc1ccc(-c2noc(CN3CCN(Cc4ccccc4)CC3)n2)cc1
  -4.8	1.2	1.8	9.9	-13.9	1.4	9.0	-2.2	3.8
> C[C@H]1CN([C@@H](C)CO)S(=O)(=O)c2ccc(/C=C/c3ccccc3)cc2O[C@H]1CN(C)C(=O)NC1CCCCC1
  4.6	9.1	-3.3	-2.2	-9.0	8.8	3.8	-14.8	1.7
> COC(=O)Nc1ccc(S(=O)(=O)NCCCCCC(=O)O)cc1
  -1.4	-0.1	-1.1	-5.5	-11.4	14.3	8.6	-9.9	1.3
> O=C(O)CSCc1c(F)cccc1Cl
  7.5	-0.2	0.6	-5.3	-9.3	9.3	15.0	-13.6	0.9
> O=C(CCc1nnc(-c2ccc(-c3ccccc3)cc2)o1)NCCc1ccccn1
  -16.6	0.6	1.2	12.8	-5.6	1.0	-3.5	7.7	7.6
> CCCCOC(=O)C1C2C=C[C@]3(CN(C(C)c4ccc(OC)cc4)C(=O)[C@H]13)O2 (stereo partly drawn)
  -4.8	-1.1	-2.9	1.8	0.6	1.4	18.7	-5.4	-0.2
> COc1ccc(CN2C(=O)c3cccc4cccc2c34)cc1F
  0.9	3.3	-3.2	1.7	-4.8	6.2	0.8	-3.0	-0.3
> CCc1nnc(NC(=O)CSc2nc3c(cc2C#N)CCCC3)s1
  5.1	-2.6	-4.2	-1.7	-19.9	3.1	6.5	-1.0	0.2
> Cc1cc(C(F)F)n2nc(C(=O)Nc3ccccc3Br)nc2n1
  0.5	-0.1	-1.1	5.6	-3.4	7.9	2.3	-7.7	0.2
> COc1ccccc1C(=O)N1CCN(Cc2nc(CC3CC3)no2)CC1
  3.8	2.8	-2.8	6.0	-8.2	10.2	5.0	-7.6	0.7
> C=CCN(c1ccccc1)S(=O)(=O)c1cccc(C(=O)Nc2cc(C)ccn2)c1
  -3.0	0.5	-7.0	14.2	-1.4	-0.9	9.5	-22.2	2.1
> O=Cc1cc(CCC(=O)O)ccc1O
  -4.0	-0.3	-0.6	14.3	-0.7	5.3	11.5	5.1	0.8
> COc1cccc(C(=O)NC(=S)Nc2cccnc2)c1
  4.0	-2.8	0.1	-7.6	-5.6	8.7	-3.6	7.0	1.1
> CCC1SC2=NC(C)=C(C(=O)OCCOC)C(c3ccc(C(=O)OC)cc3)N2C1=O (stereo not drawn)
  -6.7	-0.9	-10.1	-3.6	-1.2	-1.0	1.0	-4.8	0.3

Two compounds picked at random from the list so far, as already listed:
Sequence of screens – CHRM5 PAM	CRFR2-BP ag	M5 ag	CHRM5 antagonist	M1 antag	CHRM1 PAM	CHRM4 PAM	CHRM4 antagonist	M4 ag
> COC(=O)Nc1ccc(S(=O)(=O)NCCCCCC(=O)O)cc1
  -1.4	-0.1	-1.1	-5.5	-11.4	14.3	8.6	-9.9	1.3
> O=C(O)CSCc1c(F)cccc1Cl
  7.5	-0.2	0.6	-5.3	-9.3	9.3	15.0	-13.6	0.9
